Rac1 GTP hydrolysis = MgcRacGAP GTPase-activating activity inhibitors, confirmation, biochemical, ADP Hunter fluorescence | MgcRacGAP-stimulated Rac1 GTP hydrolysis, ADP Hunter fluorescence; higher % means a stronger effect; GST-tagged Rac1 F28L mutant substrate | one-dose inhibition, % at 30 µM; IC50 in µM for titrated hits | 340,000 compounds, 0.6% hits | AID 624330;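 active = first-screen hits whose inhibition reached a set limit at any dose in the follow-up dose series; inconclusive = inhibition above the set first-screen limit but never retested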;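 note: fluorescence reports GDP produced by GAP-driven GTP hydrolysis; strong numbers were not always called active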
The depositor's hits bear a star; ? = inconclusive.

SMILES	Rac1 GTP hydrolysis
COc1ccc(S(=O)(=O)Nc2ccc3c(c2)C(=O)N([C@H](C)CO)C[C@H](C)[C@@H](CN(C)S(=O)(=O)c2c(C)noc2C)O3)cc1	8%
CC(C)CC(=O)Nc1nnc(SCC(=O)NC2CCCC2)s1	17%
COc1cccc2c1C(=O)c1c(O)c3c(c(O)c1C2=O)CC(O)(C(C)=O)CC3OC1CC(O)C(O)C(C)O1 (centres undefined)	12%
Cc1ccc(S(=O)(=O)N2[C@@H](c3ccc(Br)cc3)C(C(=O)O)=CC[C@H]2c2cccs2)cc1	11%
COc1ccc(Cl)cc1NC(=O)CN(C)CC(=O)Nc1ccc2c(c1)OCO2	0%
CC(C)C[C@H]1CNC(=S)N1CC1CCCN1C[C@H](CC(C)C)N1C[C@H](Cc2ccc(O)cc2)N(CC2CCCCCC2)C1=S (some centres undefined)	0%
CC(OC(=O)[C@H](C)N=C1NS(=O)(=O)c2ccccc21)C(=O)Nc1ccc(F)c(F)c1F (some centres undefined)	15%
Cc1cc(C)c(C#N)c(SCC(=O)N(CCC#N)c2ccc3c(c2)OCCO3)n1	4%
O=C(CN1C(=O)NC2(CCc3ccccc32)C1=O)Nc1ccccc1Cl (centres undefined)	1%
O=C(COc1cccc(C(F)(F)F)c1)NNC(=O)Cc1ccc(S(=O)(=O)N2CCOCC2)s1	2%
O=C1N(c2ccccc2C(F)(F)F)O[C@@]1(c1ccccc1)C1CCCC1	4%
CNC(=O)c1ccc(CN(C)CC(=O)Nc2ccccc2C(=O)NC2CC2)cc1	3%
CSc1ncccc1C(=O)Nc1ccc2c(c1)OCO2	1%
O=c1[nH]cnc2c1ncn2[C@@H]1O[C@H](COS(=O)(=O)O)[C@@H](O)[C@H]1O	8%
O=C1CN(C(=O)COC(=O)COc2ccccc2)c2ccccc2N1	6%
O=C(NCCc1ccc(F)cc1)c1cccc2c1C(=O)c1ccc(N3CCC(Cc4ccccc4)CC3)cc1S2(=O)=O	12%
CC1=CC(C)C(=O)N(CCN2CCOCC2)C(C)=C1 (centres undefined)	1%
O=C(COC(=O)CCN1C(=O)C2CC=CCC2C1=O)NCCc1ccc(F)cc1 (centres undefined)	5%
COCC(C)n1c(SCC(=O)N2CCOCC2)nc2ccccc2c1=O (centres undefined)	2%
COc1ccc(C(CNC(=O)c2oc3ccccc3c2C)N2CCCC2)cc1 (centres undefined)	2%

Look-ups from the list.
CC1=CC(C)C(=O)N(CCN2CCOCC2)C(C)=C1 (centres undefined) – Rac1 GTP hydrolysis: 1%
O=c1[nH]cnc2c1ncn2[C@@H]1O[C@H](COS(=O)(=O)O)[C@@H](O)[C@H]1O – Rac1 GTP hydrolysis: 8%
O=C(NCCc1ccc(F)cc1)c1cccc2c1C(=O)c1ccc(N3CCC(Cc4ccccc4)CC3)cc1S2(=O)=O – Rac1 GTP hydrolysis: 12%
O=C(COc1cccc(C(F)(F)F)c1)NNC(=O)Cc1ccc(S(=O)(=O)N2CCOCC2)s1 – Rac1 GTP hydrolysis: 2%
COc1ccc(C(CNC(=O)c2oc3ccccc3c2C)N2CCCC2)cc1 (centres undefined) – Rac1 GTP hydrolysis: 2%
Cc1cc(C)c(C#N)c(SCC(=O)N(CCC#N)c2ccc3c(c2)OCCO3)n1 – Rac1 GTP hydrolysis: 4%
O=C(COC(=O)CCN1C(=O)C2CC=CCC2C1=O)NCCc1ccc(F)cc1 (centres undefined) – Rac1 GTP hydrolysis: 5%

Later entries
SMILES	Rac1 GTP hydrolysis
CCCCn1c(N)c(N(C)C(=O)c2ccc(-n3cccn3)cc2)c(=O)[nH]c1=O	-1%
COc1ccc(Cl)cc1N=Cc1c(O)cc(C)oc1=O	7%
CC(NC(=O)c1cc(S(=O)(=O)N2CCOCC2)ccc1F)c1ccc(-n2ccnc2)cc1 (centres undefined)	1%
COc1ccc(NC(=O)CN(C)CC(=O)NC2CCCCC2C)cc1 (centres undefined)	7%
C1CC1C(=NN=C(C1CC1)C1CC1)C1CC1	0%
Cc1ccc2c(c1)CCCN2CC(=O)N(C)c1c(N)n(Cc2ccccc2)c(=O)[nH]c1=O	16%
Cc1ccc(C(=O)OCc2cc(=O)n3ccsc3n2)s1	-5%
O=[N+]([O-])c1cccc(C=NN=C2c3ccccc3-c3ccccc32)c1	3%
CCS(=O)(=O)c1ccc2oc(SCC(=O)c3c(N)n(C4CC4)c(=O)[nH]c3=O)nc2c1	6%
O=C(NNC(=O)c1ccccc1F)c1cccc(S(=O)(=O)N2CCc3ccccc32)c1	6%
CCCCN1C(=O)C(CC(=O)NC2CC2)CC(C(=O)N(C(C)C)C(C)C)=C1C (centres undefined)	12%
COc1cc(CCC(=O)OCC(=O)Nc2cc(S(=O)(=O)N3CCOCC3)ccc2Cl)cc(OC)c1OC	-2%
O=C(NCc1cccc(C(F)(F)F)c1)c1cccc2c1C(=O)c1ccc(N3CCC(Cc4ccccc4)CC3)cc1S2(=O)=O	10%
O=C(COC(=O)COc1ccc(Cl)cc1Br)NCCC1=CCCCC1	9%
COc1ccccc1N1CCN(C(=O)c2cccc(S(=O)(=O)N3c4ccccc4CC3C)c2)CC1 (centres undefined)	2%
O=C(COC(=O)CCC(=O)c1cccs1)NCCc1ccccc1	2%
C[C@H](CO)N1C[C@H](C)[C@@H](CN(C)C(=O)NC2CCCCC2)Oc2c(NC(=O)Nc3ccc(C(F)(F)F)cc3)cccc2C1=O	2%
O=C(O)/C(=C\c1cccc(O)c1)c1ccc(S(=O)(=O)N2CCCC2)s1	4%
Cc1ccc(N)cc1O	?
C=C(C)[C@@H](O)COc1c2ccoc2cc2oc(=O)ccc12	13%
CCOc1ccc(NS(=O)(=O)c2ccc(C(=O)N(C)CC(=O)Nc3cccc(OC)c3)cc2)cc1	3%
COc1ccc(C(=O)OCC(=O)NC(=O)Nc2ccccc2F)c(OC)c1	-2%
CC(=O)N1N=C(c2ccc(Br)cc2)CC1c1cccc([N+](=O)[O-])c1 (centres undefined)	9%
O=C(CNC(=O)c1ccccc1F)OCC(=O)c1c[nH]c2ccccc12	0%
Cc1ccc(CONS(=O)(=O)c2cc(C)ccc2C)cc1	1%
COc1cccc(CNC(=O)CN2C(=O)NC(c3ccccc3)(c3ccccc3)C2=O)c1	5%
CCc1nc(-n2[nH]c(=O)c3ccccc3c2=O)c2c3c(sc2n1)CCCC3	12%
O=C1C(=O)c2ccccc2C(O)=C1CC=C(Cl)Cl	8%
C[C@H](CO)N1C[C@H](C)[C@@H](CN(C)C(=O)Nc2ccc3c(c2)OCO3)Oc2c(NC(=O)Cc3ccccc3)cccc2C1=O	5%
Cc1ccc(C(=O)OCC(=O)NCc2ccccc2)s1	3%
CN(C(=O)c1cccc(NC(=O)Cc2cccc(NC(=O)C3CCN(C(=O)C4CCC4)CC3)c2)c1)C1CC1	11%
COc1ccc(S(=O)(=O)N2CCCCC2)cc1NS(=O)(=O)c1ccc(CNC(C)=O)cc1	2%
Cc1cc(=O)oc2cc(OCC(=O)Nc3c(C)n(C)n(-c4ccccc4)c3=O)c(Cl)cc12	7%
CCOC(=O)CC(=O)Nc1ncnc2c1C(c1ccccc1)c1c(ccc3ccccc13)O2 (centres undefined)	8%
CCOc1ccccc1NC(=O)COC(=O)c1c(CC)noc1C	3%
CC(=O)c1cccc(NC(=O)CSc2n[nH]c(=O)n2C2CC2)c1	2%
CC(C)N(C(=O)[C@H]1C[C@H](CC(=O)NC(C)(C)C)C(=O)N2CCc3c([nH]c4ccc(Cl)cc34)[C@]12C)C(C)C	-3%
CCN(C(=O)COn1nnc2ccc(S(=O)(=O)N(C)C)cc21)C1CCS(=O)(=O)C1 (centres undefined)	3%
C[C@@H]1CN([C@@H](C)CO)C(=O)c2cc(Br)cnc2O[C@@H]1CN(C)C(=O)C1CCCCC1	15%
O=C(NCc1ccccn1)C1CCN(C2CCN(Cc3cccc(F)c3)CC2)CC1	14%

Four of the compounds above, bar-delimited.
Compound | Rac1 GTP hydrolysis
C[C@H](CO)N1C[C@H](C)[C@@H](CN(C)C(=O)Nc2ccc3c(c2)OCO3)Oc2c(NC(=O)Cc3ccccc3)cccc2C1=O | 5%
C[C@@H]1CN([C@@H](C)CO)C(=O)c2cc(Br)cnc2O[C@@H]1CN(C)C(=O)C1CCCCC1 | 15%
COc1ccc(C(=O)OCC(=O)NC(=O)Nc2ccccc2F)c(OC)c1 | -2%
COc1cccc(CNC(=O)CN2C(=O)NC(c3ccccc3)(c3ccccc3)C2=O)c1 | 5%

(more compounds)
SMILES	Rac1 GTP hydrolysis
Cc1cccc(C(=O)N(Cc2ccco2)c2c(N)n(Cc3ccccc3)c(=O)[nH]c2=O)c1	4%
CCOc1ccc(CCNC(=O)c2cc(-c3ccccc3)c(N3CCOCC3)s2)cc1	4%
O=C(Nc1cc(S(=O)(=O)N2CCOCC2)ccc1N1CCCC1)c1ccccc1F	2%
C[C@@]12CCC[C@@](C)(C(=O)O)C1CC[C@@]13C[C@@H](NCc4ccccc4)[C@@](C)(CCC12)C3 (some centres undefined)	7%
COc1cc(OC)c2c(-c3cccc(-c4ccc(OC(F)(F)F)cc4)c3)cc(=O)oc2c1	7%
O=C(COC(=O)CN1C(=O)C2CC=CCC2C1=O)Nc1cccc([N+](=O)[O-])c1 (centres undefined)	11%
COC(=O)[C@]12C(=O)NC[C@H](CN1c1ccc(C(F)(F)F)cc1)N2C	7%
CCC1(CCC(C)C)SC(N)=NC1=O (centres undefined)	-7%
Nn1c(SCC(=O)NCCc2ccc(S(N)(=O)=O)cc2)nnc1C1CCCCC1	5%
O=C(CCc1ccc(S(=O)(=O)N2CCOCC2)cc1)Nc1c(F)cccc1F	1%
O=C(O)C1CCN(C(=O)CSc2nnc(-c3ccccc3)o2)CC1	3%
CCOc1ccccc1Nc1cc(C)nc2ccccc12	11%
Cc1ccc(S(=O)(=O)N2CCN(C(=O)[C@H](Cc3ccccc3)NC(=O)c3ccco3)CC2)cc1	7%
O=C(Nc1ccccn1)c1cc(-c2ccc(Cl)s2)nc2ccccc12	3%
CS(=O)(=O)N(CC(=O)N1CCCC1)C1CCCCC1	16%
CCN(CC)C(=O)[C@H]1CC(CC(=O)NCCc2ccccn2)C(=O)N2CCc3c([nH]c4ccccc34)[C@]12C (some centres undefined)	4%
CN(C)C(CNC(=O)C1CCN(S(=O)(=O)c2cc(Cl)ccc2Cl)CC1)Cc1ccccc1 (centres undefined)	6%
O=C(NN=Cc1ccc2c(c1)OCO2)c1ccncc1	2%
COc1ccc(/C=C/C(=O)OCC(=O)NC2CCCC(C)C2C)c(OC)c1 (centres undefined)	4%
COc1cccc(C(=O)NCC(=O)N2CCN(c3ccc(C(F)(F)F)cn3)CC2)c1	10%
COc1cc(F)cc(C2=CC(=O)C[C@H](c3ccc(F)cc3)C2)c1	11%
CCCCCCCCNS(=O)(=O)CCNC1CCCCC1	9%
COc1cc(CCC(=O)N2CCN(S(=O)(=O)c3ccc(C)cc3)CC2)cc(OC)c1OC	-2%
CC(C)(Oc1ccc(Cl)cc1)C(=O)OCC(=O)NCCc1ccc(S(N)(=O)=O)cc1	0%
O=C(Cn1nnc(-c2ccccc2Cl)n1)Nc1cccc(S(=O)(=O)N2CCCC2)c1	-3%
O=[N+]([O-])c1cccc2cnccc12	3%
CCc1noc(C)c1C(=O)OCC(=O)Nc1cccc(C)c1	9%
CC1CCCCN1C(=O)c1cccc(NC2=C(Cl)C(=O)N(Cc3ccccc3)C2=O)c1 (centres undefined)	7%
CC(C)(Oc1ccc(Cl)cc1)C(=O)Nc1cccc(S(=O)(=O)NC2=NCCC2)c1	0%
CC(C)C[C@@H](CNCC(=O)[C@H](CC(C)C)NC(=O)c1[nH]cnc1C(=O)N[C@H](CN)CC(C)C)NC(=O)c1nc[nH]c1C(=O)N[C@@H](CC(=O)O)C(=O)O	4%
O=C(NCc1ccco1)c1cccc2c1C(=O)c1ccc(N3CCCC3)cc1S2(=O)=O	9%
CCOC(CNCc1cc(C)c2[nH]c3ccccc3c2c1C)OCC	9%
CC1(C)CC(=O)C=C(c2ccc(Oc3ccccc3)cc2)C1	3%
Cn1c(NCC(O)c2ccccc2)nc2c1c(=O)n(Cc1ccc(Cl)c(Cl)c1)c(=O)n2C (centres undefined)	4%
Cc1ccc(Br)c(NS(=O)(=O)c2cccc(C(=O)N3CCNC(=O)C3)c2)c1	4%
Cc1nc2ccc(NC(=O)[C@@H](NC(=O)c3c(F)cccc3F)C(C)C)cc2s1	6%
Cc1ccc(S(=O)(=O)N(C)C[C@@H]2OCc3cnnn3CCCC(=O)N([C@H](C)CO)C[C@@H]2C)cc1	15%
Cc1ccc(NC(=O)c2c(C)noc2C)cc1S(=O)(=O)N1CCOCC1	-7%
O=C(NCC(=O)N1CCCCCCC1)c1ccco1	8%
COC(=O)C[C@@H]1C[C@@H]2c3cc(NS(=O)(=O)c4ccccc4)ccc3O[C@@H]2[C@@H](CO)O1	8%
Cc1ccc(C)c(OCC(=O)N(C)CC(=O)Nc2ccc(Cl)c(C(F)(F)F)c2)c1	1%
O=C(N/C(=C/c1cccc(Br)c1)C(=O)N1CCOCC1)c1ccco1	16%
COc1ccc(Cl)cc1NC(=O)COC(=O)Cc1cc(OC)c(OC)c(OC)c1	3%
COc1ccc(NC(=O)CC2C(=O)Nc3ccccc3N2CC(=O)N2CCCC2)cc1 (centres undefined)	2%
O=C1[C@H]2[C@@H](c3ccc(C(F)(F)F)cc3)N[C@]3(CCCN(Cc4ccc(C(F)(F)F)cc4)C3=O)[C@H]2C(=O)N1Cc1ccccc1	10%
CC(C)(C)NC1=NCCNC(c2ccccc2)=C1	8%
CCCCCCN1C[C@@H](O)[C@H](n2cc(COC(=O)c3ccccc3)nn2)C[C@@H]1c1ccc(OC)cc1	12%
Cc1ccc(CS(=O)Cc2ccc(C(=O)NCCCc3ccccc3)o2)cc1 (centres undefined)	19%
Cc1ccc(S(=O)(=O)NC23CC4CC(CC(C4)C2)C3)cc1	3%
O=C(Cc1cccc(NC(=O)C2CCN(C(=O)C3CC3)CC2)c1)Nc1cccc(C(=O)N2CCCCC2)c1	4%
O=C(C[n+]1ccc(/C=N/O)cc1)NC(=O)Nc1ccccc1	0%
CCn1c(-c2cc(Br)ccc2O)n[nH]c1=S	3%
C=CC(C)(C)c1c2occc2c(O)c2ccc(=O)oc12	10%

Screening data (PubChem BioAssay)

These rows are one share of the data. The share of hits here may be higher or lower than overall.
